aSyn yeast rescue = alpha-synuclein toxicity suppression in yeast | S. cerevisiae alpha-synuclein toxicity rescue, BacTiter-Glo growth, 24 h | Potency, µM (top dose mostly 46.1 µM), for inactives: at the top dose growth rescue (activation), hits mostly activators | 94,000 compounds, 0.02% hits; active = well fitted activation curve with a large enough effect; inconclusive = small, poorly fitted or top-dose-only effect; note: 0% is about no effect
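Growth restoration measured by BacTiter-Glo luminescence after 24 hr at 30 deg C; alpha-synuclein yeast, raffinose-pregrown to mid-log, were added at OD600=0.02 in galactose medium onto pinned compounds.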
Active calls of the source: *; ? = inconclusive. Potency is the fitted concentration of half-maximal effect. This is a subset; rates above refer to the full screens.

SMILES | aSyn yeast rescue
NS(=O)(=O)c1ccc(CCNC(=O)COC(=O)c2cc([N+](=O)[O-])ccc2N2CCOCC2)cc1 | -3%
Cc1ccc(NC(=O)c2cc(=O)c3ccccc3o2)cc1S(=O)(=O)N1CCCCC1 | 8%
CCc1cccc(-n2c(C)nc3c(cnn3-c3ccc(Cl)cc3)c2=O)c1 | 4%
CCOC(=O)c1sc(NC(=O)c2ccc(=O)[nH]c2)nc1C | -5%
O=C(Nc1ccccc1C(=O)OCc1cc(=O)n2nc(C3CC3)sc2n1)c1ccc(Cl)cc1 | 2%
CCc1ccc2c(c1)c(=O)c(S(=O)(=O)c1ccc(F)cc1)cn2CC(=O)Nc1ccccc1OC | 5%
CCc1ccccc1NC(=O)CN(C)Cc1c(O)ccc2ccccc12 | -6%
CCOC(=O)C1=C(CN2CCCCC2)NC(=O)NC1c1cc(C)ccc1C (stereo unspecified) | -2%
CCCCN(CC)CCCNC(=O)c1cc2c(=O)oc3ccc(C)cc3c2s1 | ?
CCN1CCN(c2cc(C)c3cc(NC(=S)N4CCN(c5ccccc5)CC4)ccc3n2)CC1 | 9%
COc1ccc(/C=N/c2oc(C)c(C)c2C#N)c(OC)c1 | 5%
O=C(Nc1ccc(Br)cc1F)C1CCN(c2nc3ccccc3[nH]2)CC1 | -15%
Cc1cccc(CCNC(=O)CCS(=O)(=O)c2cc3c(cc2Cl)NC(=O)CO3)c1 | -10%
Cc1sc(-c2cc3ccccc3oc2=O)nc1-c1ccc(Cl)cc1 | 2%
CCC(O)(CC)C(=O)N/N=C/c1cc(Br)cc(Br)c1O | 1%
CN(C(=O)CSc1nc2ccc(NC(=O)c3ccc(F)cc3)cc2s1)c1ccccc1 | 12%
Cc1ccc(S(=O)(=O)N2CCCCC2)cc1NC(=O)C1CC(=O)N(Cc2ccccc2)C1 (stereo unspecified) | -8%
Cn1nc(C(C)(C)C)c([N+](=O)[O-])c1C(=O)NCCO | 3%
O=C(COC(=O)CNS(=O)(=O)c1c(Cl)cccc1Cl)Nc1ccccc1Sc1ccccc1 | 4%
COC(=O)Nc1ccc(S(=O)(=O)Nc2ccc(C(=O)O)cc2)cc1 | -1%
CSc1ccc(Nc2nn(-c3ccc(OC(F)(F)F)cc3)nc2C(C)=O)cc1 | -2%
CCOc1cccc2sc(N3CCN(C(=O)c4ccco4)CC3)nc12 | 4%
COc1ccc(Cl)cc1NC(=O)CSc1cn(CC(=O)N2CCCC2)c2ccccc12 | -7%
COC(=O)c1ccc(CSc2nnc(-c3c[nH]c4ccccc34)n2C)o1 | -4%
O=c1[nH]c(Cc2ccccc2)nc2ccccc12 | 3%
SMILES | aSyn yeast rescue
COc1ccc(NCc2ccccc2-c2nnc(-c3ccccc3)o2)cc1Cl | 5%
Cc1noc(Cn2c(=O)c3cc4c(cc3n(CC(=O)Nc3ccccc3Br)c2=O)OCO4)n1 | -1%
Cc1ccc(N2CCN(S(=O)(=O)N(C)C)CC2)c(C)c1 | -3%
CCCCCC(=O)N1C[C@@H](O)[C@H](n2cc(COC(=O)c3ccccc3)nn2)C[C@@H]1c1ccc(C)cc1 | 10%
O=C(Nc1cccc(Cl)c1Cl)c1cc(S(=O)(=O)NCCc2ccccc2)ccc1F | -9%
O=C(c1cc(-c2cccc(O)c2)on1)N1CCCC1 | -13%
Cn1c(=O)c(=O)n(C)c2cc(S(=O)(=O)CCC(=O)Nc3cccc(C(F)(F)F)c3)ccc21 | -6%
COc1ccccc1N1CCN(C(=O)Nc2ccc([N+](=O)[O-])cc2)CC1 | 19%
Cc1cc(C)c2nc(NNC(=O)c3ccc(S(=O)(=O)N4CCc5ccccc5C4)cc3)sc2c1 | 7%
CCOC(=O)c1cnc(SC)nc1N1CCCC1 | 20%
COc1cc(-c2nc3ccc(Cl)cn3c2Nc2ccc3c(c2)OCCO3)ccc1O | -1%
COc1ccc(N2CCN(C(=O)CCc3c(C)nn(-c4ccc(N5CCCC5)nn4)c3C)CC2)cc1 | -2%
CC1CCN(Cc2ccc(NC(=O)C3CCN(c4nnc(-n5cccc5)s4)CC3)cc2)CC1 | -15%
O=C(O)c1cc(-c2ccc(/C=N/N3C(=O)C4C5C=CC(CC5)C4C3=O)o2)ccc1Cl (stereo unspecified) | 12%
CCOc1ccc(S(=O)(=O)NCCC(=O)NCC(c2ccc(OC)cc2)N2CCOCC2)cc1 (stereo unspecified) | -5%
O=C(O)c1cccc(S(=O)(=O)NNc2ccccc2C(F)(F)F)c1 | 1%
Cc1sc(-c2cc3ccccc3oc2=O)nc1-c1ccc(Cl)c(Cl)c1 | -4%
Cc1ccccc1Oc1nc2ccccn2c(=O)c1/C=C(\C#N)c1nc2ccccc2[nH]1 | 4%
Cc1cccc(-c2c3c(=O)n(C)c(=O)n(C)c3cn2-c2cc(N)c(Cl)cc2Cl)c1 | 21%
CCCC(=O)Oc1ccc(N(C(=O)CCC)S(=O)(=O)c2cccs2)cc1 | -8%
Cn1c(/C(C#N)=C(\O)c2ccccc2Cl)nc2ccccc21 | -5%
O=C(c1cnc2sccn2c1=O)N(Cc1ccccc1)c1ccccn1 | -3%
Cc1ccc(S(=O)(=O)NN=C2CCc3ccccc32)cc1 | 5%
COc1ccc(CCNC(=O)CSc2nc(=O)[nH]c3c2CCC3)cc1OC | 0%
COc1ccc(Cl)cc1NC(=O)CN(C)Cc1ccc(OC)c(OC)c1 | -5%
SMILES | aSyn yeast rescue
Cc1ccc(C(=O)Nc2cc(-c3nc4cc(Cl)ccc4o3)ccc2C)c(C)c1 | -12%
COc1ccc(Cl)cc1NC(=O)c1ccc2c(c1)CCCN2S(C)(=O)=O | 6%
COc1cccc(CN2C(=NC(=O)C3CCCO3)SC3CS(=O)(=O)CC32)c1 (stereo unspecified) | 6%
COc1ccc(OC)c(CNC(=O)CSc2c3c(nc4cc(Cl)ccc24)CCCC3)c1 | 6%
COc1ccc(-c2cn3c(n2)sc2cc(C(=O)Nc4c(C)cccc4C)ccc23)cc1 | 7%
Cc1cccc(CCNC(=O)Cc2ccc(NC3=NC4CS(=O)(=O)CC4S3)cc2)c1 (stereo unspecified) | -6%
CCOc1ccc(C2c3[nH]c4ccccc4c3CCN2C(=O)CCc2ccccc2)cc1 (stereo unspecified) | 5%
CCOC(=O)c1c(NC(=O)c2cc3ccccc3c(=O)o2)sc2c1CCC(C)C2 (stereo unspecified) | -5%
COCCNC(=O)C(c1ccc(Cl)cc1)N(CCOC)C(=O)CCC(=O)Nc1ccccn1 (stereo unspecified) | -1%
COc1cc(/C=C2\SC(=O)N(c3ccc(O)cc3)C2=O)cc(OC)c1OC | 1%
CC1=C(c2ccc(C)c(C)c2)S(=O)(=O)N=C1N1CCC(C(=O)NCc2ccc(Cl)cc2)CC1 | 7%
CC(CC(=O)NCc1ccc(Cl)cc1Cl)CC1=NS(=O)(=O)c2ccccc2N1 (stereo unspecified) | -3%
CCC1CCCCN1CCCNC(=O)c1cn(C)c2ccc(S(=O)(=O)N(C)C3CCCCC3)cc2c1=O (stereo unspecified) | -6%
CC(C)C1N=C2c3ccccc3N=C(SCC(=O)NCc3ccccc3Cl)N2C1=O (stereo unspecified) | 0%
CC(=O)c1ccc(NC(=O)C(C)OC(=O)C2CCN(c3ccc(C(F)(F)F)cn3)CC2)cc1 (stereo unspecified) | 13%
CCOc1ccc(C(=O)COC(=O)Cc2n[nH]c(=O)c3ccccc23)cc1 | 2%
Cc1ccc(CNC(=O)CSc2ncc(S(=O)(=O)c3ccc(C)c(Cl)c3)c(=O)[nH]2)cc1 | -6%
COc1ccccc1CNC(=O)Cn1c(=O)oc2cc(S(=O)(=O)N3CCCC3)ccc21 | -7%
COc1ccc(NC(=O)NCCCN2CCC(Cc3ccccc3)CC2)cc1 | 2%
COc1ccc(CCNC(=O)CCn2c(=O)c3ccccc3n(Cc3ccc(Cl)cc3)c2=O)cc1OC | 0%
CN1C(=O)/C(=C\c2ccco2)N=C1c1ccc(Cl)cc1Cl | -1%
O=C(N/N=C/c1cccc2nccnc12)c1ccncc1 | -12%
Cc1c(Cl)cccc1NC(=O)CSc1cc(-c2ccccc2)ncn1 | -5%
COc1ccc(S(=O)(=O)N2CCC(n3c(C)nc4cccnc43)CC2)cc1Cl | 6%
Cc1cc(C)cc(C(=O)NCCn2cc(SCC(=O)N3CCOCC3)c3ccccc32)c1 | -7%

The last 5 compounds of the section above are carried over, then new ones follow:
SMILES | aSyn yeast rescue
CN1C(=O)/C(=C\c2ccco2)N=C1c1ccc(Cl)cc1Cl | -1%
O=C(N/N=C/c1cccc2nccnc12)c1ccncc1 | -12%
Cc1c(Cl)cccc1NC(=O)CSc1cc(-c2ccccc2)ncn1 | -5%
COc1ccc(S(=O)(=O)N2CCC(n3c(C)nc4cccnc43)CC2)cc1Cl | 6%
Cc1cc(C)cc(C(=O)NCCn2cc(SCC(=O)N3CCOCC3)c3ccccc32)c1 | -7%
CNc1nc(OCC(F)(F)F)nc(OCC(F)(F)F)n1 | -10%
CCc1ccc2nc(N3CCN(C(=O)C4CC4)CC3)sc2c1 | 8%
COc1ccc(CNC(=O)CSc2nnc(C(F)(F)F)n2C)cc1 | 5%
Cc1c(CCC(=O)NCCc2ccccc2)c(=O)oc2cc(O)ccc12 | -2%
CCCn1c(CCC(=O)Nc2cc(C(=O)OC)cc(C(=O)OC)c2)nc2cccnc21 | -9%
CCC(C)OC(=O)/C(C#N)=C\c1ccc(-c2cccc(C(F)(F)F)c2)o1 (stereo unspecified) | -4%
O=C(C[n+]1ccccc1)N/N=C/c1ccco1 | -5%
O=C(CSc1ncc(-c2ccccc2)[nH]1)Nc1cccc(C(F)(F)F)c1 | -19%
CCOc1ccc(NC(=O)c2cc3c(=O)n(Cc4cccs4)ccc3nc2C)cc1 | -15%
O=c1c(N2CCc3ccccc3C2)csc2ccccc12 | 2%
C[C@H]1Cn2cnc(C(=O)Nc3ccc(CNC(=O)OC(C)(C)C)cc3)c2C(=O)N1 | -5%
Cc1ccccc1OCCCn1c(CCNC(=O)C2CCCCC2)nc2ccccc21 | -2%
O=C(c1cc(-c2ccc(O)cc2)on1)N1CCCCCC1 | -14%
CCOc1ccc(CNC(=O)c2cc3ccccn3n2)cc1OC | -2%
CCc1ccc(-n2c(=O)c3c4c(sc3n(Cc3ccc(F)cc3)c2=O)CCCC4)cc1 | -7%
OCc1nc2ccccc2n1CCCCOc1ccccc1 | -1%
CC(=O)N1CCCc2cc(S(=O)(=O)Nc3ccc(Cl)cc3F)ccc21 | -1%
COc1ccccc1NC(=O)C1=C(C)Nc2nc(SCC(=O)c3ccc(C)cc3)nn2C1c1ccccc1C (stereo unspecified) | -4%
O=C(COc1ccccc1F)Nc1ccc(-c2nc3ccccc3s2)cc1 | 4%
CCN(CC(=O)NCc1ccc(F)cc1)CC(=O)NC1CCCC1 | -3%
COc1ccc(C2CC(=O)c3c([nH]c(C(=O)OC4CCCCCC4)c3C)C2)cc1OC (stereo unspecified) | -10%
COc1ccccc1N(CC(=O)Nc1ccc(Cc2ccncc2)cc1)S(=O)(=O)c1ccccc1 | -17%
CCN(CC)S(=O)(=O)c1ccc2c(c1)N(CC(=O)Nc1cccc(C#N)c1)C(=O)CO2 | -4%
CN(C)S(=O)(=O)c1ccc(C(=O)OCC(=O)c2ccc3c(c2)NC(=O)CO3)cc1 | -3%
CCn1cc(C(=O)NCc2ccc(F)cc2)c(=O)c2cc(S(=O)(=O)N(C)C)ccc21 | -2%
SMILES | aSyn yeast rescue
Cc1ccc(C(=O)Nc2ccc(N3CCN(C(=O)c4ccco4)CC3)cc2)c(Cl)c1 | 14%
CCOc1ccc(CC(=O)Nc2cccc(-c3ccc4nnc(C)n4n3)c2)cc1 | 2%
CCn1cc(S(=O)(=O)Nc2cc(F)ccc2C)cn1 | -4%
COc1ccccc1NC(=O)C1=C(C)Nc2ncnn2C1c1ccccn1 (stereo unspecified) | 0%
CCN1CCSc2ccc(C(=O)NCc3ccccc3F)cc21 | -8%
O=C1SC(SCc2ccccc2)=N/C1=C\c1ccc(C(=O)O)cc1 | -13%
O=S(=O)(c1ccc(Cl)cc1)c1nnn2c1nc(NC1CCCCC1)c1sccc12 | 0%
COc1ccc(CCNC(=O)c2c(O)nc3c(C)cccn3c2=O)cc1OC | 0%
c1ccc(-c2nc(N3CCCC3)nc3ccccc23)cc1 | -18%
O=C(NC1CCCCC1)C(c1ccc2ncccc2c1)N(Cc1ccco1)C(=O)c1ccc2c(c1)OCCO2 (stereo unspecified) | 1%
CC1CN(C(=O)CN2C(=O)NC3(CCCC3)C2=O)C(=Nc2cccc(S(=O)(=O)N(C)C)c2)S1 (stereo unspecified) | 4%
COc1ccc(CN2CCN(C(C)C(=O)NC(C)c3ccc(F)cc3)CC2)cc1F (stereo unspecified) | 7%
Cc1onc(-c2ccccc2)c1-c1nnc(COC(=O)c2ccc(F)cc2)o1 | 14%
C=CCn1c(SCC(=O)Nc2c(C)n(C)n(-c3ccccc3)c2=O)nnc1-c1ccncc1 | 5%
COCCNC(=O)c1nn(-c2ccc(C)cc2)c(=O)c2c1c1ccccc1n2C | -11%
Cc1ccc(NC(=O)Cn2c(=O)ccc3cc(S(=O)(=O)N4CCC(C)CC4)ccc32)cc1Cl | -5%
COc1ccccc1CNc1nc2nc(C)c(Cl)c(C)n2n1 | -9%

Molecules listed so far with a thiophene ring, fused or not:
SMILES | aSyn yeast rescue
CCCCN(CC)CCCNC(=O)c1cc2c(=O)oc3ccc(C)cc3c2s1 | ?
CCCC(=O)Oc1ccc(N(C(=O)CCC)S(=O)(=O)c2cccs2)cc1 | -8%
CCOC(=O)c1c(NC(=O)c2cc3ccccc3c(=O)o2)sc2c1CCC(C)C2 (stereo unspecified) | -5%
CCOc1ccc(NC(=O)c2cc3c(=O)n(Cc4cccs4)ccc3nc2C)cc1 | -15%
CCc1ccc(-n2c(=O)c3c4c(sc3n(Cc3ccc(F)cc3)c2=O)CCCC4)cc1 | -7%
O=S(=O)(c1ccc(Cl)cc1)c1nnn2c1nc(NC1CCCCC1)c1sccc12 | 0%
